a7 integrin act – integrin-mediated muscular dystrophy alleviation activation. AID 624291. Potency, µM (series often up to 38.3 µM), without a hit: at the top dose activation, hits mostly activators. hit rate 0.064% among 350,000. alpha7betagal myoblasts, beta-gal FDG fluorescence, 48 h; active = well fitted activation curve with a large enough effect; inconclusive = small, poorly fitted or top-dose-only effect; inactive = no such curve, though single readings can be large or run the other way;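 also: potency is read from the fitted curve at half-maximal effect; 100% = response of the positive control SU9516; nearly all actives have a fitted effect of over 60% in size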
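alpha7betagal+/- myoblasts (passage 13, 250/well) treated 48 h at 37C with compounds at 1:260 dilution of DMSO stock. Lysed, then beta-galactosidase activity read as FDG fluorescence (ex 480/em 540) after 30 min, with pre-read for autofluorescence.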
hERG WT inh – KCNH2 (human, wildtype) channel inhibition; Q12809; U2OS, BacMam KCNH2, thallium flux FluxOr; hits give low values; activity change, % at 1.84 µM; hit rate 0.37% among 340,000; AID 720551;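 active = maximum activity change below -70%; inconclusive = maximum activity change between -70% and -50%; inactive = maximum activity change above -50%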
Target sequence (Q12809 whole entry, looked up): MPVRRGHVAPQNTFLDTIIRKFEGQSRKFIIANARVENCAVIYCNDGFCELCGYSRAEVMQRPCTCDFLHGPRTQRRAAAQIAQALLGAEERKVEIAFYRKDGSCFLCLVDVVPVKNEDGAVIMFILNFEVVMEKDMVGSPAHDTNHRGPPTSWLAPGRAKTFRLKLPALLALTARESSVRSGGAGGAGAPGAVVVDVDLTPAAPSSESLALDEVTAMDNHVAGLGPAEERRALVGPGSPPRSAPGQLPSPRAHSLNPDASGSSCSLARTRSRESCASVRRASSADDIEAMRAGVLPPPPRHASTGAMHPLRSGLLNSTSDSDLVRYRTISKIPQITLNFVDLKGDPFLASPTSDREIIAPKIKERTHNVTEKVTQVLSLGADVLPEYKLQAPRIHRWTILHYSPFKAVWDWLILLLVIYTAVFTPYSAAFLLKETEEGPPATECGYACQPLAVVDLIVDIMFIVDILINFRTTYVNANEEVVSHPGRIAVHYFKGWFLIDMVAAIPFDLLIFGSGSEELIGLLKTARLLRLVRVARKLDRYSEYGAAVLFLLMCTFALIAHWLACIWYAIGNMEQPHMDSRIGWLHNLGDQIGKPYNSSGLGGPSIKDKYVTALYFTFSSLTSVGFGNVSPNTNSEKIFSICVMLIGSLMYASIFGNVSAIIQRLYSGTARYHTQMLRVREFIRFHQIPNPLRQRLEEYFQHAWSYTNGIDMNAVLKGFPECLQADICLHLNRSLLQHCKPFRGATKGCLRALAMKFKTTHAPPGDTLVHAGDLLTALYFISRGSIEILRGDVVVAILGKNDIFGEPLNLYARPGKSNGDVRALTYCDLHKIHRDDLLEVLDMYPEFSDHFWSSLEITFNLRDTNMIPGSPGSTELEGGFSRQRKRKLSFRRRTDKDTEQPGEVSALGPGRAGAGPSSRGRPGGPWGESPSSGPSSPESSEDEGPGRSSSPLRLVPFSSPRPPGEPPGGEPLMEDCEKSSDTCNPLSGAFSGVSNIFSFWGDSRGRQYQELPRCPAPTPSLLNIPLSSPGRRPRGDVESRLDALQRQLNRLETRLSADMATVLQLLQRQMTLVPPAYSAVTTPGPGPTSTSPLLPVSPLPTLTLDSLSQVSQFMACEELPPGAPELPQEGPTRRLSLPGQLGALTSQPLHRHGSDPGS
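U2OS cells transduced with wild-type KCNH2 virus are loaded with FluxOr dye for 45 min, and thallium flux is measured in kinetic reads before and after stimulation buffer. Rate constants are normalized to DMSO controls.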
KCNH2 3.1 inh – KCNH2 3.1 (human) potassium channel inhibition | U2OS KCNH2 3.1, thallium flux FluxOr; hits give low values | activity change, % (tested at about 1.8 µM) | hit rate 0.95% among 340,000 | AID 720553;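 active = maximum activity change below -70%; inconclusive = maximum activity change from -70% to -50%; inactive = maximum activity change above -50%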;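 also: thallium influx rate constant from kinetic fluorescence after stimulation buffer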
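Thallium flux via FluxOr fluorescence (Red40 quencher, 45 min loading) in U2OS cells virally expressing the KCNH2 3.1 isoform (1.77 x 10^8 /mL virus, overnight at 37 C). Rate constants from 2-min kinetic reads post-stimulation, normalised to positive and negative controls.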
Numbers without * were called inactive; ? = inconclusive; [ ] = remark or other dose. Unless noted, % is scaled to controls: 0 for no effect and ±100 for the full control effect.

Values in the order: a7 integrin act, hERG WT inh, KCNH2 3.1 inh
O=C(NCCc1ccccc1F)c1cc(COc2ccc(F)cc2F)on1
  -23%, 3, ?
COc1ccc(C2CCc3cc4c(cc3C2=NOC(C)=O)OCO4)cc1OC (centres undefined)
  ?, -13, 2
COCOCCn1cc(CN2CCS(=O)(=O)N(Cc3ccc(-c4ccc(Cl)nc4)cc3)C(CC(C)C)C2=O)nn1 (centres undefined)
  -22%, 2, 5
CCOC(=O)c1c(NC(=S)SC)sc(C(=O)N2CCc3ccccc3C2)c1C
  -5%, -5, -5
C[C@@H]1CN([C@@H](C)CO)C(=O)CCCn2nncc2CO[C@H]1CN(C)S(=O)(=O)c1ccc(C#N)cc1
  12%, -7, 7
Cc1ccccc1NC(=O)CN1CCN(c2ccc(F)cc2)CC1
  10%, 14, 14
O=C(COc1ccccc1)Nc1c2c(nn1-c1ccc(F)cc1)CS(=O)C2 (centres undefined)
  3%, 7, -4
Cc1noc(C)c1S(=O)(=O)N(C)C[C@H]1OCc2cnnn2CCCC(=O)N([C@H](C)CO)C[C@@H]1C
  8%, 3, 1
O=C(C#Cc1ccccc1)c1ccccc1
  -66%[inhibitor], -9, -14
O=C(CCN1CCN(Cc2ccccc2)CC1)NNC(=O)c1ccc(Cl)c(Cl)c1
  -10%, 21, -8
Cc1ccc(C(=O)Nc2ccccc2C(=O)N2CC(C)OC(C)C2)cc1 (centres undefined)
  -23%, 17, 14
CN(Cc1cnn(-c2ccccc2)c1)C(=O)c1ccc(S(=O)(=O)NCc2ccco2)cc1
  6%, 20, -22
CCOc1ccc(CNC(=O)C2CCN(S(=O)(=O)N3CCC(C)CC3)CC2)cc1OC
  5%, -5, 10
COC(=O)C1CCN(S(=O)(=O)CCNC(=O)c2ccccc2)CC1
  -13%, 12, -4
COc1ccc(C(=O)NCC(=O)OCC(=O)c2c[nH]c3ccccc23)cc1
  -2%, -5, 10
Cc1ccc(C(=O)OCC(=O)Nc2ccc(C)c(S(=O)(=O)N3CCCCC3)c2)o1
  18%, 14, -5
CC(C)OCCCNC(=O)CN1C(=O)CSc2ccc(S(=O)(=O)N3CCOCC3)cc21
  4%, 4, -2
CCCCCC(=O)N1C[C@@H](n2cc(-c3ccc(F)cc3)nn2)[C@H](O)C[C@@H]1c1ccc(C)cc1
  -41%, -3, -9
Cc1cc(=O)c2c(N(C)C)cccc2[nH]1
  -21%, 4, 9
Cc1ccc(C)c(OCC(=O)OCc2csc(CC(=O)Nc3ccccc3C)n2)c1
  -23%, -2, 11
CC(C)NC(=O)N(C)C[C@H]1OCCCC[C@H](C)Oc2ccc(NS(=O)(=O)c3ccccc3)cc2C(=O)N([C@H](C)CO)C[C@H]1C
  1%, -6, 0
CCOC(=O)c1c(-c2cc(OC)c(OC)c(OC)c2)csc1N
  -11%, -6, 14
O=C(COC(=O)c1cccc(Br)c1)NC1CCCCCCC1
  5%, -13, 1
O=C(NC(Sc1ccc(Cl)cc1)C(=O)O)c1ccccc1 (centres undefined)
  -58%[inhibitor], -2, 3
O=C(O)c1ccc(S(=O)(=O)NN=Cc2c[nH]c3ccccc23)cc1
  -7%, 9, 14
C[C@H](CO)N1C[C@H](C)[C@H](CN(C)C(=O)Nc2ccccc2F)OCc2cnnn2CCCC1=O
  8%, -1, -3
N#Cc1cccc(OC(=O)C2CCN(C(=O)c3ccc(F)cc3)CC2)c1
  -15%, 0, -6
CN(C1CCCCC1)S(=O)(=O)c1ccc2c(c1)c(=O)c(C(=O)O)cn2C
  -2%, -4, 17
O=C(Nc1nnc(-c2ccco2)o1)c1ccc(Br)s1
  -24%, 6, -2
C[C@@H]1CN([C@@H](C)CO)C(=O)c2cc(C#CCN(C)C)cnc2O[C@H]1CN(C)Cc1ccc2c(c1)OCO2
  -18%, -5, -2

A section taken from the entries so far:
Values in the order: a7 integrin act, hERG WT inh, KCNH2 3.1 inh
N#Cc1cccc(OC(=O)C2CCN(C(=O)c3ccc(F)cc3)CC2)c1
  -15%, 0, -6
CN(C1CCCCC1)S(=O)(=O)c1ccc2c(c1)c(=O)c(C(=O)O)cn2C
  -2%, -4, 17
O=C(Nc1nnc(-c2ccco2)o1)c1ccc(Br)s1
  -24%, 6, -2
C[C@@H]1CN([C@@H](C)CO)C(=O)c2cc(C#CCN(C)C)cnc2O[C@H]1CN(C)Cc1ccc2c(c1)OCO2
  -18%, -5, -2

The list continues.
Values in the order: a7 integrin act, hERG WT inh, KCNH2 3.1 inh
COc1cccc(C(=O)N2C(C(C)C)COc3cc(Br)ccc3S2(=O)=O)c1 (centres undefined)
  -10%, -31, -9
COCCNc1oc(/C=C/c2cccc(OC)c2)nc1S(=O)(=O)c1ccccc1
  3%, -4, -13
Cc1cc(=O)c(C(=O)Nc2cccc(C(=O)NC3CC3)c2)nn1-c1ccccc1
  -5%, -10, 6
COc1ccc(C=C2SC(=S)N(CCCN3CCOCC3)C2=O)c(OC)c1
  -21%, 4, -9
Cc1cccc(CN2CCC(n3nccc3NC(=O)CCCc3ccccc3)CC2)c1
  -23%, 37, -42
COc1ccc([C@H]2C[C@H](O)[C@@H](n3cc(-c4ccc(F)cc4)nn3)CN2C(=O)c2cccs2)cc1
  8%, 17, -20
Cc1ccc2nc(N(CCN(C)C)C(=O)C3CCN(S(=O)(=O)c4cccs4)CC3)sc2c1
  -28%, 20, -8
Cc1ccc(S(=O)(=O)N2CCOCC2)cc1NC(=O)COC(=O)C1CCC1
  -8%, -8, -10
Cc1ccc(N(Cc2ccccc2)C(=O)CSC(C)C(=O)Nc2cc(C)on2)cc1 (centres undefined)
  18%, 8, -17
CC1Cc2ccccc2N1CC(=O)Nc1cc(S(=O)(=O)N2CCOCC2)ccc1Cl (centres undefined)
  14%, 26, 4
CN(Cc1ccccc1)C(=O)CCN1C(=O)c2cccc([N+](=O)[O-])c2C1=O
  -7%, -14, -4
CCCCN1C(=O)C(CC(=O)NCCCN(C)C)CC(C(=O)N2CCOCC2)=C1C (centres undefined)
  7%, -10, 1
Cc1csc(N=Nc2ccc(N(C)C)cc2)[n+]1[O-]
  17%, -6, 3
COCOCCn1cc(CN2CCS(=O)(=O)N(Cc3ccc(-c4ccc(Cl)c(Cl)c4)cc3)C(C(C)C)C2=O)nn1 (centres undefined)
  -57%[inhibitor], -7, -8
CCN(CC)CCN1CNC(=S)NC1
  25%, -6, 13
CCOC(=O)C(C#N)=C1CCC=C(C)C1
  16%, 4, -4
CCOC(=O)N(C)C[C@H]1OCc2cnnn2CCCC(=O)N([C@@H](C)CO)C[C@@H]1C
  24%, -1, -5
O=C(CS(=O)(=O)c1cn(CC(=O)N2CCOCC2)c2ccccc12)NCc1ccccc1
  -5%, -8, -9
CCc1cccc(NC(=O)COC(=O)CSc2ccc(C)cc2)c1
  2%, 19, 3
Cc1ccc(-c2ccc(CN3C(CC(C)C)C(=O)N(Cc4cn(CCC5OCCO5)nn4)CCS3(=O)=O)cc2)cc1 (centres undefined)
  -58%[inhibitor], -28, -21
O=C(COc1ccc(Cl)cc1)N1CCN(S(=O)(=O)c2cc(F)ccc2F)CC1
  10%, 23, -19
Cc1ccnc(NS(=O)(=O)c2ccc(NC(=O)c3cccc(Cl)c3)cc2)n1
  3%, 10, 1
Cc1ccc(C(=O)Nc2cccnc2)cc1C
  9%, 5, -20
COc1ccc(CN(C)C[C@@H]2OCCCC[C@H](C)Oc3ccc(NC(=O)Nc4ccc(F)cc4)cc3C(=O)N([C@H](C)CO)C[C@H]2C)cc1
  -59%[inhibitor], 4, 3
CC(C)CC1C(=O)N(Cc2cn(CCC3OCCCO3)nn2)CCS(=O)(=O)N1Cc1ccc(-c2ccccc2)cc1 (centres undefined)
  -9%, -6, -9
COc1cccc(-n2c(SCC(=O)NC3CC3)nc3ccccc3c2=O)c1
  22%, -16, -2
Cc1ccc(NC(=O)NC(=O)COC(=O)c2ccc(O)cc2O)c(C)c1
  -13%, 3, 2
Cc1ccsc1C(=O)OCC(=O)NCc1cccs1
  3%, -8, 4
COc1cccc(CNC(=O)c2ccc(S(=O)(=O)N3CCCCC3)cc2)c1
  -2%, 7, 21
COCCCNC(=S)N1CCN(c2nc(-c3ccc(Cl)cc3)cs2)CC1
  -19%, 14, 7
COc1c2c(c(OC)c3ccccc13)[C@@]1(OC2)O[C@H](CCO)C[C@H](O)[C@H]1O
  -12%, 4, 0
O=C(OCc1cn([C@H]2C[C@H](c3ccc(Cl)cc3)N(C(=O)C3CCCCC3)C[C@@H]2O)nn1)c1ccccc1
  22%, -37, -82*
CCN(CC)C(=O)C1=C(C)N(Cc2ccc(OC)cc2)C(=O)C(CC(=O)NCCCCc2ccccc2)C1 (centres undefined)
  -21%, -4, -4
COC(=O)[C@H]1C[C@H](OC(=O)NCc2ccccc2)[C@@]2(O)CN(S(=O)(=O)c3ccc(C)cc3)CC2[C@H]1C(=O)OC (some centres undefined)
  5%, 6, 2
Cc1cc(NC(=O)COC(=O)COc2ccc(Cl)c(C)c2)no1
  1%, 10, 1
O=C(COC(=O)C1CC1)Nc1cccc(Cl)c1
  7%, -21, -9
CN(C)CCCN1c2ccc(O)cc2Sc2ccc(Cl)cc21
  -41%[inhibitor], -14, -26
O=C1[C@H]2[C@@H](c3ccc(C(F)(F)F)cc3)N[C@]3(CCCN(CC4CCCCC4)C3=O)[C@H]2C(=O)N1Cc1ccccc1
  -32%, 8, 4
CNC(=S)N1CCC(C(=O)c2ccc(Cl)cc2)CC1
  10%, -25, -14
COc1ccc(NC(=O)N(C)C[C@H]2OCCCC[C@H](C)Oc3ccc(NS(=O)(=O)c4cn(C)cn4)cc3C(=O)N([C@H](C)CO)C[C@@H]2C)cc1
  -2%, -14, 4
O=C(Cc1cccc2ccccc12)NN=Cc1ccc2c(c1)CCC2
  -3%, -4, 4
C[C@@H]1CN([C@@H](C)CO)C(=O)CCCn2nncc2CO[C@@H]1CN(C)S(=O)(=O)c1cccc(C#N)c1
  22%, 1, 7
COc1cccc(NC(=O)N(C)C[C@@H]2OCc3cnnn3CCCC(=O)N([C@@H](C)CO)C[C@H]2C)c1
  -2%, -9, 7
CCCc1c(C(=O)N/N=C/C2CC=CCC2)nnn1-c1nonc1N (centres undefined)
  -1%, -5, 1
C[C@H]1CN([C@@H](C)CO)C(=O)CCCn2nncc2CO[C@H]1CN(C)S(=O)(=O)c1ccc(-n2cccn2)cc1
  -12%, -14, 12
COC(=O)c1ccc(COC(=O)C2CCN(S(=O)(=O)c3c(C)cc(C)cc3C)CC2)o1
  -4%, 1, 3
Cc1ccc([C@H]2C[C@@H](n3cc(C4CC4)nn3)[C@H](O)CN2C(=O)C2CCCCC2)cc1
  -16%, 4, -3
CCOc1ccccc1NC(=O)c1ccc2c(O)c(S(=O)(=O)c3ccccc3)c(=O)[nH]c2c1
  3%, -12, -27
C[C@H](CO)N1C[C@H](C)[C@@H](CN(C)CC2CCOCC2)Oc2ncc(Br)cc2C1=O
  19%, -3, -6
Cc1noc(C)c1NC(=O)N(C)C[C@H]1OCCCC[C@@H](C)Oc2ccc(NS(=O)(=O)c3ccccc3)cc2C(=O)N([C@H](C)CO)C[C@@H]1C
  -18%, -6, 3
C[C@H](CO)N1C[C@H](C)[C@H](CN(C)S(=O)(=O)c2ccc3ccccc3c2)OCc2cnnn2CCCC1=O
  -9%, -1, 13
O=S(=O)(NCCS(=O)(=O)N1CCN(c2ccc(F)cc2)CC1)c1ccc(F)cc1
  -5%, 8, 2
CC(=O)Nc1ccc(S(=O)(=O)N[C@@H](C)C(=O)OCC(=O)c2ccc(Br)s2)cc1
  -9%, -49, -3
C[C@H]1CN([C@@H](C)CO)C(=O)CCCn2nncc2CO[C@H]1CN(C)C(=O)Cc1ccccc1
  6%, -3, 16
O=C(Nc1ccn(CCCNCC(c2ccccc2)c2ccccc2)c(=O)n1)OCc1ccccc1
  -64%[inhibitor], 0, ?
O=c1[nH]c2ccc(Br)cc2c(=O)o1
  -15%, -10, -9
COc1ccccc1N(CC(=O)NCc1ccccc1)S(=O)(=O)c1cccs1
  -17%, -8, 14
COc1cccc(OCC(=O)NCCS(=O)(=O)N2CCN(c3ccccc3)CC2)c1
  -8%, -10, -1

Screening results: PubChem BioAssay, National Center for Advancing Translational Sciences (NCATS)

Not all compounds are listed, so the mix of outcomes need not match the whole.
